Autophagy HCS: autophagy modulation, high-content screen. MEF GFP-LC3 puncta imaging; test concentration mostly 10 µM. calls only at 10 µM (by protocol). 0.98% of 190,000 active;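 active means percentage of spot-positive cells more than 3 SD above its plate mean, without a fluorescence outlier flag or 80% toxicity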;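 further: spot-positive cell cutoff set from DMSO-treated cells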
WT yeast gro inh: growth inhibition of WT yeast, mitochondrial fusion screen; AID 1362; inhibition, % at 10 µM; 2.1% of 190,000 active; mitochondrial fusion phenotypic screen, WT strain; in the data active means inhibition above about 58%; tested in S. cerevisiae
NS5 inhibitors: Dengue-2 NS5 methyltransferase inhibitors, primary screen, biochemical, confirmation dose response (AID 588689) | 0.3% of 340,000 active | inhibition, % at 25 µM; hits with a dose series show IC50 in µM | Dengue-2 NS5 methyltransferase capping enzyme assay, biochemical; higher % means a stronger effect; in the data active means a potency from the dose series
GPR35 arrestin U2OS: GPR35 antagonists blocking zaprinast-driven arrestin recruitment, primary screen, imaging, U2OS, beta-arrestin-GFP, zaprinast agonist (AID 2058); inhibition, % at 10 µM; hits with a dose series show IC50 in µM; U2OS GPR35 beta-arrestin-GFP translocation imaging, zaprinast antagonism; higher % means a stronger effect; 0.052% of 290,000 active;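 active means inhibition of at least 50% with at least 30 cells and total cytoplasm GFP at most 10,000,000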
RSV antiviral HEp-2: RSV antiviral activity via CPE protection, HEp-2 cells, primary 10 µM value included (AID 2391). HEp-2 cells, RSV-induced CPE inhibition; higher % means a stronger effect. CPE inhibition, % at 10 µM, or IC50 in µM where a hit was titrated. 0.13% of 310,000 active; in the data active means a potency from the dose series; further: strong numbers were not always called active
K1F lysis inhibition: inhibition of K1F phage lysis, E. coli UTI89, bacterial capsule biogenesis inhibitors, alamar blue (AID 488966). E. coli UTI89 K1F phage lysis, alamar blue, 2 h; higher % means a stronger effect. 0.02% of 340,000 active. one-dose inhibition, % at 100 µM; IC50 in µM for titrated hits;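 active means phage lysis inhibition, versus mean bacterial control, above a set limit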;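 further: capsule biogenesis inhibitors block K1F phage lysis so surviving cells raise fluorescence; higher fluorescence means more inhibition of phage lysis; actives were called in the ten point dose series up to 300 µM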
AID2073: disruptors of CaV2.2 binding to Mint1 – biochemical, HTRF (AID 2073). HTRF protein-protein interaction, Mint1-CaV2.2; higher % means a stronger effect. 0.19% of 290,000 active. inhibition, % at 20 µM; hits with a dose series show IC50 in µM; in the data active means inhibition mostly above about 51%, no sharp cut-off; further: some results filed as inactive read as strong as hits
NTR1 ag: agonists of NTR1, primary screen, imaging, U2OS cells, beta-arrestin-GFP, high content (AID 493036) | P30989 | NTR1-U2OS beta-arrestin-GFP spot imaging, agonist mode | activation, % at 20 µM | 0.17% of 330,000 active;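 active means activation at or above 40% of the spot to cytoplasm intensity ratio, with at least 20 cells analyzed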;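 further: 0% = DMSO without peptide and 100% = 100 nM NTR1 peptide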
Target sequence (P30989 whole entry, looked up): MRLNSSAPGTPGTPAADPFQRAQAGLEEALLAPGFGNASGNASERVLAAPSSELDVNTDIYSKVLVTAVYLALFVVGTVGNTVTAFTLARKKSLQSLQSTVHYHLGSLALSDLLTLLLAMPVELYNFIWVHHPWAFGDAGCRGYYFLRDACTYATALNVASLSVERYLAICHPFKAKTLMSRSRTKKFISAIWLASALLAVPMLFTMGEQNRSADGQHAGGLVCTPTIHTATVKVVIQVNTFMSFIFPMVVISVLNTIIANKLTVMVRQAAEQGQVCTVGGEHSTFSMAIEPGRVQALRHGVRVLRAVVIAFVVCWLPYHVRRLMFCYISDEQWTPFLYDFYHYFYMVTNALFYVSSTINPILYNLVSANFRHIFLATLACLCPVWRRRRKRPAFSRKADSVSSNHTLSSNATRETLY
LYP inhibition: PTPN22 lymphoid phosphatase activity blockers – biochemical, fluorescence intensity, uHTS (AID 1779). recombinant LYP phosphatase, fluorescence intensity; higher % means a stronger effect. inhibition, % at 11.5 µM; hits with a dose series show IC50 in µM. 0.054% of 290,000 active; in the data active means inhibition above about 50%;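 further: plate controls were vehicle with enzyme for no effect and no enzyme for full effect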
WT yeast gro inh mutant strain: recorded beside WT yeast gro inh, whose call it bears; inhibition, %; mitochondrial fusion phenotypic screen, mutant strain inhibition
Autophagy HCS cell loss 18 h: also measured in Autophagy HCS; calls as there; toxicity, %; measured here: cell loss, nuclei count;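 cell loss after 18 h compound exposure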
NTR1 ag cell count 20 µM: second read-out of NTR1 ag, no call of its own (marks repeat the call); cell count; measured here: cell count, cytotoxicity flag
NS5 inhibitors pilot replicate: also measured in NS5 inhibitors; calls as there; inhibition, %; measured here: pilot screen replicate inhibition
* hit, by the source's call; i = inactive; nt = not tested or not shown; [ ] = dose if it differs, or a comment.

SMILES | Autophagy HCS | Autophagy HCS cell loss 18 h | WT yeast gro inh | WT yeast gro inh mutant strain | NS5 inhibitors | GPR35 arrestin U2OS | RSV antiviral HEp-2 | K1F lysis inhibition | AID2073 | NTR1 ag | NTR1 ag cell count 20 µM | LYP inhibition | others
Cn1c(=O)oc2cc(S(=O)(=O)NCCC(=O)NCCc3ccccc3)ccc21 | i | 2 | 3 | -54 | -15% | -2% | 0.7% | 2.5% | 2% | -1.5 | 93 | -2%
O=C(Nc1ccccn1)c1cccc(S(=O)(=O)N2CCCC2)c1 | nt | nt | nt | nt | -3% | -15% | 1.7% | 0.0% | -2% | 1.1 | 73 | -4%
Oc1ccccc1CNCC12CC3CC(CC(C3)C1)C2 | nt | nt | nt | nt | -7% | -7% | -1.3% | 0.1% | 7% | 0.0 | 77 | -9%
Cn1c2ccccc2c2nnc(SCc3nnc(-c4ccccc4)o3)nc21 | i | -10 | -18 | -5 | nt | 14% | 8.9% | nt | 8% | -1.4 | 88 | -5%
CC(C)Oc1ccc(C(=O)NCC(=O)Nc2ccc3c(c2)CCC3)cc1 | nt | nt | nt | nt | 0% | nt | 2.6% | 0.3%[50 µM] | nt | 0.2 | 71 | nt
COc1ccc(CSc2nc(N3CCOCC3)c3c(c2C#N)CC(C)(C)OC3)cc1 | i | 0 | 32 | -2 | -4% | -2% | -0.7% | 6.0% | -27% | 11 | 55 | 4%
C/C=N/NC(=O)CCCC(=O)N/N=C/C | i | 3 | -11 | -15 | 3% | -2% | 0.8% | -0.1% | 10% | -1.1 | 113 | -9%
CCNC(=O)NC(=O)COC(=O)CNC(=O)COc1ccccc1 | i | -8 | -4 | -3 | -2% | 2% | 1.4% | 1.3% | 8% | -0.3 | 37 | -4%
Cc1ccc(C)c(OCC(=O)Nc2ccc(S(=O)(=O)Nc3ccccn3)cc2)c1C | i | -5 | -6 | -1 | -1% | -9% | 0.9% | 9.5% | 2% | 2.4 | 52 | -3%
CCOc1ccc(NC(=O)c2c3c(nc4ccccc24)CCC3)cc1 | i | -11 | -6 | 2 | 17% | 4% | 0.7% | 0.2% | 29% | 1.8 | 37 | -3%
Cc1ccc(S(=O)(=O)c2c(C)nn(-c3ccccc3)c2OC(=O)c2ccc(Br)o2)cc1 | i | -22 | -8 | -16 | -4% | -7% | 2.6% | 4.2% | -1% | nt | nt | 1%
COc1ccc2c(c1)cc1n2CCN=C1NN | i | 4 | 22 | 10 | 7% | 1% | 0.4% | 0.9% | 13% | -0.2 | 77 | -2%
CC1CCN(C(=O)c2cc(F)c(F)cc2Cl)CC1 | i | -1 | -19 | 14 | -1% | -2% | 2.4% | 0.5% | 8% | -2.0 | 89 | -5%
O=C(COC(=O)c1c2c(nc3ccccc13)/C(=C\c1cccs1)CCC2)Nc1ccccc1Cl | i | 11 | 16 | 4 | 0% | 1% | 17% | 3.0%[50 µM] | 25% | 8.2 | 73 | 5%
C/C(=N\NC(=O)c1cc(Br)ccc1O)c1cccs1 | i | -16 | 0 | -17 | 3% | -2% | 5.6% | 0.3% | 28% | 1.1 | 91 | 2%
COc1ccc2c(c1)c(C(C)=O)c(C)n2CCc1ccc(OC)c(OC)c1 | nt | nt | nt | nt | -5% | 4% | 6.5% | -0.3% | 1% | -1.3 | 95 | -6%
O=C(CN1C(=O)c2ccccc2C1=O)Nc1ccccc1C(=O)NC1CCCCCC1 | i | -12 | 13 | 13 | 13% | 1% | 1.3% | -0.4% | 4% | 0.3 | 45 | -7%
CCC(CC)C(=O)c1c[nH]c(C(=O)N2CCN(c3ccc(OC)cc3)CC2)c1 | i | 5 | -17 | 1 | 2% | 4% | 0.6% | 0.3% | 6% | -0.5 | 62 | -7%
Cn1c(C(=O)OCC(=O)NCc2ccco2)cc2sccc21 | i | 4 | 6 | 2 | 9% | 17% | 2.3% | 0.1% | 2% | -0.3 | 50 | 5%
O=C(O)c1cccc(NC(=S)NC(=O)c2ccncc2)c1 | i | 9 | 6 | 0 | -2% | 5% | 0.6% | 0.7% | 1% | -1.1 | 30 | -1%
COc1cc(C(=O)Cc2nc3ccccc3n2C)cc(OC)c1OC | nt | nt | nt | nt | 2% | 13% | 1.1% | -0.4% | 24% | 1.9 | 44 | -5%
Cc1ccc(S(=O)(=O)c2cn(C)c3cc(N4CCN(C)CC4)c(F)cc3c2=O)c(C)c1 | nt | nt | nt | nt | 3% | 0% | 1.3% | -0.1% | 10% | 0.3 | 54 | -15%
CCOc1ccc(CCNC(=O)COC(=O)Cc2c[nH]c3ccccc23)cc1OCC | nt | nt | nt | nt | -7% | nt | -1.5% | 1.0%[50 µM] | nt | 0.9 | 56 | nt
O=C(CSc1n[nH]c(=O)[nH]c1=O)Nc1ccc2c(c1)C(=O)c1ccccc1C2=O | nt | nt | nt | nt | 5% | -1% | 1.6% | 0.1% | nt | -0.3 | 59 | 19%
Cc1cccc(OCC(=O)Nc2ncn[nH]2)c1C | nt | nt | nt | nt | -1% | 1% | 4.3% | 1.6%[50 µM] | 3% | 3.6 | 56 | -4%

A section of the results above:
SMILES | Autophagy HCS | Autophagy HCS cell loss 18 h | WT yeast gro inh | WT yeast gro inh mutant strain | NS5 inhibitors | GPR35 arrestin U2OS | RSV antiviral HEp-2 | K1F lysis inhibition | AID2073 | NTR1 ag | NTR1 ag cell count 20 µM | LYP inhibition | others
COc1cc(C(=O)Cc2nc3ccccc3n2C)cc(OC)c1OC | nt | nt | nt | nt | 2% | 13% | 1.1% | -0.4% | 24% | 1.9 | 44 | -5%
Cc1ccc(S(=O)(=O)c2cn(C)c3cc(N4CCN(C)CC4)c(F)cc3c2=O)c(C)c1 | nt | nt | nt | nt | 3% | 0% | 1.3% | -0.1% | 10% | 0.3 | 54 | -15%
CCOc1ccc(CCNC(=O)COC(=O)Cc2c[nH]c3ccccc23)cc1OCC | nt | nt | nt | nt | -7% | nt | -1.5% | 1.0%[50 µM] | nt | 0.9 | 56 | nt
O=C(CSc1n[nH]c(=O)[nH]c1=O)Nc1ccc2c(c1)C(=O)c1ccccc1C2=O | nt | nt | nt | nt | 5% | -1% | 1.6% | 0.1% | nt | -0.3 | 59 | 19%
Cc1cccc(OCC(=O)Nc2ncn[nH]2)c1C | nt | nt | nt | nt | -1% | 1% | 4.3% | 1.6%[50 µM] | 3% | 3.6 | 56 | -4%

Other structures follow.
SMILES | Autophagy HCS | Autophagy HCS cell loss 18 h | WT yeast gro inh | WT yeast gro inh mutant strain | NS5 inhibitors | GPR35 arrestin U2OS | RSV antiviral HEp-2 | K1F lysis inhibition | AID2073 | NTR1 ag | NTR1 ag cell count 20 µM | LYP inhibition | others
Cc1ccc(S(=O)(=O)N2CCN(C(=O)COC(=O)/C=C/c3ccccc3F)CC2)c(C)c1 | nt | nt | nt | nt | -1% | nt | 0.6% | 0.2%[50 µM] | nt | -0.2 | 57 | nt
O=C(NCCc1nc2ccccc2[nH]1)c1ccc([N+](=O)[O-])cc1 | nt | nt | nt | nt | 2% | -4% | 2.9% | -1.1% | -6% | 0.1 | 49 | -1%
COc1ccc(Cc2nnc(N/N=C/c3ccccc3O)[nH]c2=O)cc1OC | i | -2 | 8 | 15 | 2% | 4% | 1.7% | -15% | 9% | 0.0 | 65 | -1%
O=C(NCC1CCCO1)C1CCN(C2CCN(CCCC3CCCC3)CC2)CC1 (stereo not given) | i | -11 | 2 | -9 | -7% | 2% | -1.6% | 0.0% | 12% | -0.2 | 82 | -9%
O=C(N/C(=C/c1ccc(F)cc1)C(=O)N1CCCC1)c1ccccc1 | nt | nt | nt | nt | -3% | 10% | 0.5% | 0.3% | 33% | 2.6 | 77 | -10%
C=CCn1c(O)c(N=NC(=S)Nc2ccccc2C)c2cc(S(=O)(=O)N3CCOCC3)ccc21 | i | 16 | 4 | -14 | -6% | -6% | 1.0% | 3.4% | -1% | -0.8 | 87 | 0%
CCCC(C)NC(=O)CN(c1ccc2c(c1)OCCO2)S(=O)(=O)c1ccccc1 (stereo not given) | nt | nt | nt | nt | 2% | 1% | 0.0% | 0.0% | 3% | -0.1 | 72 | -10% | NS5 inhibitors pilot replicate=2.1
O=C(O)c1cnc2ccccc2n1 | i | 5 | -14 | -4 | -2% | -6% | 0.5% | -0.3% | -13% | 2.1 | 78 | 4%
Fc1ccc(-n2c(Cn3nnc4ccccc43)n[nH]c2=S)cc1 | i | 0 | -5 | 2 | -2% | 13% | 0.6% | -0.3% | 0% | 1.3 | 45 | -4%
COc1cc(OC)c(S(=O)(=O)NCc2ccco2)cc1S(=O)(=O)NCc1ccco1 | i | -6 | -4 | -7 | -3% | 2% | 0.2% | 3.4% | -5% | 0.1 | 34 | -1%
CCCCN(C/C=C/c1ccccc1OC)Cc1ccccc1 | nt | nt | nt | nt | 3% | -10% | 1.1% | 0.0% | 12% | 1.1 | 71 | -13%
Cc1nn(C)cc1C(C)NC(=O)c1cc(COc2cccc3cnccc23)on1 (stereo not given) | nt | nt | nt | nt | -2% | -10% | 0.9% | 0.0% | 11% | 5.1 | 44 | -8%
O=C1c2ccccc2C(=O)N1CCC(c1ccccc1)c1ccco1 (stereo not given) | i | 2 | 23 | -36 | -10% | 26% | 1.4% | 0.2% | -5% | 0.8 | 47 | 4%
O=C(Nc1nc(=O)c2ccccc2s1)c1ccc(Cl)cc1 | i | -33 | -8 | 4 | -9% | -3% | 4.4% | 2.0% | 15% | 1.2 | 63 | -2%
Cc1cc2[nH]ncc2cc1NC(N)=S | i | -3 | -19 | 10 | -4% | 6% | -1.1% | -0.2% | -18% | 0.2 | 54 | -11%
Cc1ccc(CNC(=O)C2CC(c3ccccc3[N+](=O)[O-])=NO2)o1 (stereo not given) | i | 4 | -15 | -9 | -1% | 6% | 1.0% | 0.1% | 0% | -2.4 | 85 | 5%
CCCCn1nnnc1SCC(=O)N1CCCC1 | i | 3 | -1 | 6 | -6% | 8% | 1.2% | 0.1% | -6% | 3.0 | 96 | -6%

3 compounds out of the list, ordered by formula weight, ascending:
SMILES | Autophagy HCS | Autophagy HCS cell loss 18 h | WT yeast gro inh | WT yeast gro inh mutant strain | NS5 inhibitors | GPR35 arrestin U2OS | RSV antiviral HEp-2 | K1F lysis inhibition | AID2073 | NTR1 ag | NTR1 ag cell count 20 µM | LYP inhibition | others
O=C(Nc1nc(=O)c2ccccc2s1)c1ccc(Cl)cc1 | i | -33 | -8 | 4 | -9% | -3% | 4.4% | 2.0% | 15% | 1.2 | 63 | -2%
Cc1nn(C)cc1C(C)NC(=O)c1cc(COc2cccc3cnccc23)on1 (stereo not given) | nt | nt | nt | nt | -2% | -10% | 0.9% | 0.0% | 11% | 5.1 | 44 | -8%
COc1cc(OC)c(S(=O)(=O)NCc2ccco2)cc1S(=O)(=O)NCc1ccco1 | i | -6 | -4 | -7 | -3% | 2% | 0.2% | 3.4% | -5% | 0.1 | 34 | -1%

Compound activity deposited in PubChem BioAssay by several laboratories.
